Compound activity from PubChem BioAssay.
Mito fusion act – mitochondrial division inhibition or fusion activation; S. cerevisiae fusion-defective mutant growth rescue, CellTiterGlo 48 h; Potency, µM (top dose mostly 46.1 µM), inactives show at the highest dose growth rescue (activation), most hits filed as activators; 320,000 tested, 0.23% active;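 further: potency means the concentration at half of the fitted maximal effect; % of control where 0% means no effect; nearly all actives have a fitted effect of over 45% in size; temperature-sensitive fusion mutants such as fzo1-1 at 37 °C on non-fermentable ethanol glycerol medium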
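Growth-rescue viability read-out: after 48 h at the non-permissive 37C in glycerol/ethanol YPEG, yeast mitochondrial fusion mutants are measured by CellTiterGlo luminescence; compounds (23 nl pinned per well) restoring growth score as division inhibitors or fusion activators.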
USP2a inh – blocks human ubiquitin-specific protease USP2a; O75604; USP2 core, Ub-CHOP2 coupled fluorogenic reporter, 485/531; Potency, µM (top dose mostly 38.3 µM), inactives show at the highest dose activity change, negative = inhibition, usual class: inhibitors; 330,000 tested, 0.01% active; AID 463254;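 further: potency means the concentration at half of the fitted maximal effect; plate controls were DMSO wells for no effect and full inhibition by NEM control for full effect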
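Cell-free coupled assay: 10nM USP2 core preincubated 30min RT with compound in Tris-HCl pH 8.0/CaCl2/CHAPS buffer, then 25nM Ub-CHOP2 and 25nM reporter substrate; fluorescence (Ex 485/Em 531) read after 60min RT, normalized to NEM inhibition, concentration-response curves fitted.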
PKM2 activator – PKM2 (human) enzyme activation; P14618; purified PKM2, Kinase-Glo ATP luminescence, activation; response scale: 0% is enzyme alone, no compound; Potency, µM (doses to about 57.5 µM), for inactives: at the highest dose activation, most hits filed as activators; 260,000 tested, 0.34% active; AID 1631; further: potency means the concentration at half of the fitted maximal effect; on the % scale 0 is the no-effect control and ±100 the full control effect; nearly all actives have a fitted effect of over 55% in size
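Purified hPK-M2 (>95%) run at intermediate activity with 0.1 mM ADP and 0.5 mM PEP in 50 mM imidazole pH 7.2, KCl, MgCl2; 1 h room temperature. ATP formed read by Kinase-Glo luminescence; normalized to uninhibited and no-enzyme controls.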
S-ASM inh – human S-ASM enzyme inhibition; placental ASM, HMU-PC fluorogenic substrate, 60 min; Potency, µM (top dose mostly 57.5 µM), for the others: at the highest dose activity change, negative = inhibition, hits mostly inhibitors; 340,000 tested, 0.006% active; AID 504937; further: potency means the concentration at half of the fitted maximal effect
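qHTS format. ASM enzyme prepared from human placenta hydrolyses the fluorogenic substrate HMU-PC0 (9 uM final) over 60 min at 37 °C after a 10 min compound preincubation.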
Chronic BCR inh – chronic active BCR signaling inhibition; 340,000 tested, 0.05% active; ABC-DLBCL IkBa-CBG/CBR reporter, luminescence ratio, 4 h; Potency, µM (highest dose often 46.1 µM), inactives show top-dose ratio change, negative = lower green/red ratio, most hits filed as inhibitors; active means well fitted inhibition curve with a large enough effect in the signal ratio, with a control signal flat, not every such curve was filed as active; inconclusive means small, poorly fitted or top-dose-only effect, or effect the other way, or a change in a side signal; the % refers to the signal ratio;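 further: potency means the concentration at half of the fitted maximal effect; plate controls were basal doxycycline-induced cells for no effect and cells given 10 µM MG132 for full effect; MG132 reads +100%, hits lower the ratio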
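TMD8 ABC-DLBCL cells carrying doxycycline-inducible green luciferase fused to IkappaBalpha plus unfused red luciferase were exposed to compounds (up to 46 uM) for 4 hrs at 37C. Activity came from the overlap-corrected green/red luminescence ratio.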
Eya2 phos inh – Eya2 (human) phosphatase inhibition; O00167; recombinant Eya2, OMFP fluorescence dephosphorylation (OMFP is methylfluorescein phosphate); Potency, µM (titrated, usually from 76.9 µM), for the others: top-dose activity, negative = inhibition, hits mostly inhibitors; 330,000 tested, 0.006% active; AID 488837; further: potency means the concentration at half of the fitted maximal effect; on the % scale 0 is the no-effect control and ±100 the full control effect
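Eya2 protein (added as 0.2 uM solution) was preincubated with compound for 10 min at ambient temperature in 50 mM HEPES pH 7.5, 50 mM NaCl, 5 uM MgCl2, 0.05% BSA, 1 mM DTT. OMFP (added at 50 uM) then reacted 10 min; fluorescence read at 485/525 nm.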
MBNL1 CUG block – inhibitors of human MBNL1 binding to CUG repeat RNA. Q9NR56. TR-FRET MBNL1-His/biotin-(CUG)12 binding, 665/545 ratio. Potency, µM (highest dose often 57.5 µM), for the others: at the highest dose activity change, negative = inhibition, usual class: inhibitors. 280,000 tested, 0.036% active. AID 2675; active means well fitted inhibition curve with a large enough effect in the signal ratio, with a control signal flat, not every such curve was filed as active; inconclusive means small, poorly fitted or top-dose-only effect, or effect the other way, or a change in a side signal; inactive means no such curve, though single readings can be large or run the other way; the % refers to the signal ratio; further: potency means the concentration at half of the fitted maximal effect; on the % scale 0 is the no-effect control and ±100 the full control effect
Target sequence (Q9NR56 whole entry, looked up): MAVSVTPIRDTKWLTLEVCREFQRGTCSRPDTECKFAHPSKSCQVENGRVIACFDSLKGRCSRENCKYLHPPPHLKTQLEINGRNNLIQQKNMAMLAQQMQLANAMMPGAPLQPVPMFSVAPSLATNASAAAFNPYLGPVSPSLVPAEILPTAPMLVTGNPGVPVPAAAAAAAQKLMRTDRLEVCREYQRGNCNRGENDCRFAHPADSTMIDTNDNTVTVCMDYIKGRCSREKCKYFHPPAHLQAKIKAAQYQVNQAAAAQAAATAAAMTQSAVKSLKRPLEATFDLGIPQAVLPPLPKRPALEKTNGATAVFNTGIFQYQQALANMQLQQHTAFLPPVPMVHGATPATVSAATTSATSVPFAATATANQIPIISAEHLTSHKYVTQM
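Compound titration spanned 92 nM–58 uM against the MBNL1-His/biotin-(CUG)12 complex. After 60 min at room temperature with 5 nM streptavidin-XL665 and 0.055 ng/ul terbium anti-His, ratiometric 665/545 nm emission (Ex 340 nm) normalized to controls.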
TSHR antag – blocks TSH signaling through the human TSH receptor; P16473; TSHR-expressing cells, TSH-stimulated cAMP HTRF, 2 h; active compounds read low; activity change, negative = inhibition, % at 11.5 µM; 330,000 tested, 0.2% active;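 active means activity change below a set negative limit, meaning inhibition stronger than a set level, cut at about -70% in these data; inconclusive means activity change between two set negative limits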; further: on the % scale 0 is the no-effect control and ±100 the full control effect
Target sequence (P16473 whole entry, looked up): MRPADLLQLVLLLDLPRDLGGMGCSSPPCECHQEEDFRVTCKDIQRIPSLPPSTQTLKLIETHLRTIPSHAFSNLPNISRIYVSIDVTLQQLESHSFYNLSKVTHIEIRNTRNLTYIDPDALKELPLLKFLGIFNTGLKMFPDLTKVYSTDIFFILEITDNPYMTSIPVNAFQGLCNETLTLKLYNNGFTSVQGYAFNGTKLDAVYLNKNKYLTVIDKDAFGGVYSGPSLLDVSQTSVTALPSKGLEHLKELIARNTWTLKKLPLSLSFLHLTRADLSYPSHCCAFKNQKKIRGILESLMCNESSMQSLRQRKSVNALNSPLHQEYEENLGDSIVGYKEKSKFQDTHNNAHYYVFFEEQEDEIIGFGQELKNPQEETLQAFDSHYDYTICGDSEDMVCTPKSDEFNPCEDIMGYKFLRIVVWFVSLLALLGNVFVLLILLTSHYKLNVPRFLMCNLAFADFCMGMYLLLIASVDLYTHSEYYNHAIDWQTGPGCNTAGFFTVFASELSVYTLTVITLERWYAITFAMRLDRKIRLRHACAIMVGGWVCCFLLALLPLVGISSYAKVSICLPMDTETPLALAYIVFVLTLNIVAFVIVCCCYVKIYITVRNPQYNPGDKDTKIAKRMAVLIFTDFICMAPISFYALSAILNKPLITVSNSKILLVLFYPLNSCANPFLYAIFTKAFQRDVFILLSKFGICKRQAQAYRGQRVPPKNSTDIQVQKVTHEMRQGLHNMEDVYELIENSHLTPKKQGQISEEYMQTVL
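TSHR-expressing cells, 200/well, pre-treated with compound, then stimulated with EC80 TSH (4nM final) for 2 hours at 37 deg C. cAMP measured by competitive HTRF: anti-cAMP cryptate antibody in lysis buffer plus cAMP-d2, read after 30 minutes at room temperature.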
Menin MLL FP TR – inhibitors of human menin-MLL interaction, mutant MLL peptide. O00255. Menin + Texas Red MLL mutant peptide, fluorescence polarization. Potency, µM (doses to about 61.6 µM), without a hit: top-dose FP activity change, negative = inhibition, most hits filed as inhibitors. 270,000 tested, 0.23% active. AID 1768; active means well fitted inhibition curve with a large enough effect in the polarisation, with a control signal flat, not every such curve was filed as active; inconclusive means small, poorly fitted or top-dose-only effect, or effect the other way, or a change in a side signal; inactive means no such curve, though single readings can be large or run the other way; the % refers to the polarisation; further: potency means the concentration at half of the fitted maximal effect; % of control where 0% means no effect; many of its hits are not listed in these tables
hERG WT inh – inhibitors of human wildtype KCNH2 potassium channel | activity change, % at 1.84 µM | U2OS, BacMam KCNH2, thallium flux FluxOr; active compounds read low | Q12809 | 340,000 tested, 0.37% active;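 active means maximum activity change below -70%; inconclusive means maximum activity change between -70% and -50%; inactive means maximum activity change above -50%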; further: on the % scale 0 is the no-effect control and ±100 the full control effect
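U2OS cells were transduced with wild-type KCNH2 virus (2.03 x 10^8 / mL) for 4 h at room temperature, then cultured overnight at 37 C. Thallium flux was read with FluxOr dye. Rate constants were normalized to DMSO controls.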
GALK inhibitor – galactokinase (human) inhibition; P51570; Purified GALK, Kinase-Glo residual ATP luminescence; Potency, µM (top dose mostly 57.5 µM), for the others: at the highest dose activity change, negative = inhibition, actives largely listed as inhibitors; 270,000 tested, 0.007% active; AID 1868; further: potency means the concentration at half of the fitted maximal effect; on the % scale 0 is the no-effect control and ±100 the full control effect
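Luminescence from leftover ATP (Ultra-Glo luciferase/luciferin) served as read-out after a 1 h room-temperature reaction of 5 nM GALK with 35 uM ATP and 100 uM galactose.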
Starred values were filed as active, the others as inactive. Unless noted, the call rests on the fitted dose curve; in most records, active means well fitted curve in the direction sought with a large enough effect; inconclusive means small, poorly fitted or top-dose-only effect, or another doubt; inactive means no such curve, though single readings can be large; an effect the other way counts as inactive or inconclusive. A portion of the library. The share of hits here may be higher or lower than overall.

COCCn1c(SCCCc2ccccc2)nc2c1c(=O)[nH]c(=O)n2C was read as Mito fusion act 13%, USP2a inh 1%, PKM2 activator -5%, S-ASM inh -5%, Chronic BCR inh inconclusive, Eya2 phos inh -9%, MBNL1 CUG block -5%, TSHR antag -7, Menin MLL FP TR -7%, hERG WT inh -2 and GALK inhibitor 2%.
For CCOC(=O)C(C)Oc1ccc2c(C)cc(=O)oc2c1C(C)=O (stereo unspecified) the results were Mito fusion act 0%, USP2a inh -2%, PKM2 activator 0%, S-ASM inh 0%, Chronic BCR inh -14%, Eya2 phos inh 22%, MBNL1 CUG block 3%, TSHR antag 11, Menin MLL FP TR -8%, hERG WT inh 8 and GALK inhibitor 1%.
O=C(COC(=O)/C=C/c1cccs1)Nc1cccc(S(=O)(=O)N2CCOCC2)c1 was read as Mito fusion act -4%, USP2a inh 3%, PKM2 activator 2%, S-ASM inh -8%, Chronic BCR inh -2%, Eya2 phos inh -20%, MBNL1 CUG block inconclusive, TSHR antag 13, Menin MLL FP TR 2%, hERG WT inh -12 and GALK inhibitor -3%.
CCc1nnc(NC(=O)c2ccc(S(=O)(=O)NC3CCCCC3)cc2)s1 was read as Mito fusion act -2%, USP2a inh 2%, PKM2 activator -1%, S-ASM inh -4%, Chronic BCR inh 5%, Eya2 phos inh -27%, MBNL1 CUG block -18%, TSHR antag -7, Menin MLL FP TR inconclusive, hERG WT inh -15 and GALK inhibitor 1%.
O=C(CSCc1cc(=O)[nH][nH]1)Nc1ccc(F)cc1 was read as Mito fusion act 19%, USP2a inh -7%, PKM2 activator 3%, S-ASM inh -2%, Chronic BCR inh -15%, Eya2 phos inh -2%, MBNL1 CUG block 12%, TSHR antag 4, Menin MLL FP TR 10%, hERG WT inh 1 and GALK inhibitor 2%.
For COC(=O)n1c(=O)oc2cc(S(=O)(=O)N3CCOCC3)ccc21 the results were Mito fusion act 0%, USP2a inh -1%, PKM2 activator -5%, S-ASM inh 0%, Chronic BCR inh 0%, Eya2 phos inh 3%, MBNL1 CUG block -12%, TSHR antag 2, Menin MLL FP TR -4%, hERG WT inh 11 and GALK inhibitor -1%.
For CC(=O)c1cccc(N(C(=O)c2ccco2)C(C(=O)NC2CCCC2)c2cccs2)c1 (stereo unspecified) the results were Mito fusion act 4%, USP2a inh 1%, PKM2 activator 0%, S-ASM inh 3%, Chronic BCR inh 0%, Eya2 phos inh -5%, MBNL1 CUG block -5%, TSHR antag -11, Menin MLL FP TR 1%, hERG WT inh -4 and GALK inhibitor -1%.
`O=[N+]([O-])c1ccc(S(=O)(=O)CC(CN2CCCCC2)N2CCCCC2)cc1` (stereo unspecified) gave Mito fusion act 16%, USP2a inh 12%, PKM2 activator 4%, S-ASM inh 2%, Chronic BCR inh 2%, Eya2 phos inh 1%, MBNL1 CUG block inconclusive, TSHR antag 26, Menin MLL FP TR -6% and GALK inhibitor -1%.
For N=c1c(C(=O)NC2CCCCC2)cc2c(=O)n3ccccc3nc2n1Cc1cccnc1 the results were Mito fusion act -6%, USP2a inh 2%, Chronic BCR inh 7%, Eya2 phos inh -5%, MBNL1 CUG block inconclusive, TSHR antag 5, Menin MLL FP TR inconclusive, hERG WT inh 0 and GALK inhibitor -3%.
Screening CCOC(=O)[C@@H]1[C@H]2COc3cc(OC)ccc3[C@@H]2N2C(=O)N(c3ccc(OC)cc3)C(=O)[C@]12C returned Mito fusion act 3%, USP2a inh -1%, PKM2 activator -2%, S-ASM inh -2%, Chronic BCR inh 6%, Eya2 phos inh -9%, MBNL1 CUG block -4%, TSHR antag 15, Menin MLL FP TR -18% and hERG WT inh 3.
For O=C(NCc1ccncc1)C(=O)NCC1OCCN1S(=O)(=O)c1ccc(Br)cc1 (stereo unspecified) the results were Mito fusion act 1%, USP2a inh 4%, PKM2 activator 3%, S-ASM inh 3%, Chronic BCR inh -11%, Eya2 phos inh inconclusive, MBNL1 CUG block -2%, TSHR antag -5, hERG WT inh 2 and GALK inhibitor -3%.
`NC(=O)C1CCN(C(=O)C23CC4CC(CC(C4)C2)C3)CC1` gave Mito fusion act 5%, USP2a inh 2%, PKM2 activator 0%, S-ASM inh 4%, Chronic BCR inh -3%, Eya2 phos inh -7%, MBNL1 CUG block 0%, TSHR antag 5, Menin MLL FP TR -6%, hERG WT inh -5 and GALK inhibitor 3%.
Screening Cc1cc(C(=O)N/N=C/c2ccc(C)o2)c2ccccc2n1 returned Mito fusion act 3%, USP2a inh -6%, PKM2 activator 3%, S-ASM inh 2%, Chronic BCR inh inconclusive, Eya2 phos inh 4%, MBNL1 CUG block inconclusive, TSHR antag 5, Menin MLL FP TR -12%, hERG WT inh 2 and GALK inhibitor 2%.
Screening Cc1nc2ccc(NS(=O)(=O)c3c(F)cc(F)cc3Br)cc2s1 returned Mito fusion act 8%, USP2a inh 0%, S-ASM inh -7%, Chronic BCR inh -7%, Eya2 phos inh 22%, TSHR antag -39 and hERG WT inh -4.
For C=CCn1c(CC(=O)Nc2ccc(C)cc2C)nnc1SCC(=O)N1CCOCC1 the results were Mito fusion act -4%, USP2a inh 0%, S-ASM inh 5%, Chronic BCR inh -9%, Eya2 phos inh -1%, MBNL1 CUG block -3%, TSHR antag 5, hERG WT inh 3 and GALK inhibitor -2%.
For CCCc1nc(SCC(=O)c2ccc(OC)cc2)c2c(=O)n(C)c(=O)n(C)c2n1 the results were Mito fusion act -14%, USP2a inh 2%, PKM2 activator -3%, Chronic BCR inh 6%, Eya2 phos inh 14%, MBNL1 CUG block 12%, TSHR antag 17, Menin MLL FP TR -1% and GALK inhibitor 2%.
`O=C(NC(=S)NC1CCSC1=O)c1cccs1` (stereo unspecified) gave Mito fusion act 0%, USP2a inh -1%, PKM2 activator 5%, S-ASM inh 4%, Chronic BCR inh inconclusive, Eya2 phos inh 3%, TSHR antag -7, Menin MLL FP TR -28%, hERG WT inh 4 and GALK inhibitor -3%.
Screening COC(C(=O)Nc1ccc(S(=O)(=O)Nc2ccc(C)c(C)c2)cc1)c1ccccc1 (stereo unspecified) returned Mito fusion act -23%, USP2a inh 3%, PKM2 activator 9%, S-ASM inh -4%, Chronic BCR inh 2%, Eya2 phos inh 1%, TSHR antag -21, Menin MLL FP TR 5%, hERG WT inh -7 and GALK inhibitor 0%.
For CC1CCN(C(=O)CN(c2cccc(F)c2)S(C)(=O)=O)CC1 the results were Mito fusion act 7%, USP2a inh 0%, PKM2 activator 6%, S-ASM inh -2%, Chronic BCR inh 0%, Eya2 phos inh -3%, MBNL1 CUG block inconclusive, TSHR antag 16, Menin MLL FP TR -2%, hERG WT inh 9 and GALK inhibitor 0%.
`NC(=O)C1(N2CCCCC2)CCN(Cc2ccc(Br)cc2)CC1` gave Mito fusion act -12%, USP2a inh 1%, PKM2 activator 2%, S-ASM inh 1%, Chronic BCR inh -14%, Eya2 phos inh -19%, MBNL1 CUG block -4%, TSHR antag -17, hERG WT inh 26 and GALK inhibitor -4%.
C[C@H](CO)N1C[C@H](C)[C@@H](CN(C)Cc2ccncc2)Oc2c(NC(=O)CCCCCC(=O)Nc3ccccc3N)cccc2C1=O was read as USP2a inh 2%, S-ASM inh 4%, Chronic BCR inh 0%, Eya2 phos inh 4%, TSHR antag -8 and hERG WT inh 3.
`COCCNC(=O)Cn1cc(/C=N/NC(=O)c2ccc(Oc3ccc(O)cc3)cc2)c2ccccc21` gave Mito fusion act 4%, USP2a inh 6%, PKM2 activator -1%, S-ASM inh -3%, Chronic BCR inh inconclusive, Eya2 phos inh -4%, MBNL1 CUG block 8%, TSHR antag 21, Menin MLL FP TR inconclusive, hERG WT inh 4 and GALK inhibitor 1%.
Screening CCCc1ncc(C(=O)c2ccc(OC)cc2)n1C returned Mito fusion act -8%, USP2a inh 4%, PKM2 activator -4%, S-ASM inh 2%, Chronic BCR inh 1%, Eya2 phos inh -1%, MBNL1 CUG block -4%, TSHR antag -13, Menin MLL FP TR -18%, hERG WT inh 51 and GALK inhibitor -4%.
COc1ccc(C(=O)NCC(=O)n2nc(C)cc2C)cc1OC was read as Mito fusion act -3%, USP2a inh 4%, PKM2 activator 2%, S-ASM inh 0%, Chronic BCR inh 0%, Eya2 phos inh -6%, MBNL1 CUG block -2%, TSHR antag 2, Menin MLL FP TR 15%, hERG WT inh -9 and GALK inhibitor 1%.
